Screening results as filed in PubChem.
hcGAS inh – human cGAS inhibition. AID 1259398. recombinant h-cGAS, ATP depletion, Kinase-Glo luminescence. actives 0.081% (n = 290,000). inhibition, % at 12.5 µM;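 further: 0% = vehicle reaction and 100% = reaction without DNA for no activity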
Target sequence (Q8N884 whole entry, looked up): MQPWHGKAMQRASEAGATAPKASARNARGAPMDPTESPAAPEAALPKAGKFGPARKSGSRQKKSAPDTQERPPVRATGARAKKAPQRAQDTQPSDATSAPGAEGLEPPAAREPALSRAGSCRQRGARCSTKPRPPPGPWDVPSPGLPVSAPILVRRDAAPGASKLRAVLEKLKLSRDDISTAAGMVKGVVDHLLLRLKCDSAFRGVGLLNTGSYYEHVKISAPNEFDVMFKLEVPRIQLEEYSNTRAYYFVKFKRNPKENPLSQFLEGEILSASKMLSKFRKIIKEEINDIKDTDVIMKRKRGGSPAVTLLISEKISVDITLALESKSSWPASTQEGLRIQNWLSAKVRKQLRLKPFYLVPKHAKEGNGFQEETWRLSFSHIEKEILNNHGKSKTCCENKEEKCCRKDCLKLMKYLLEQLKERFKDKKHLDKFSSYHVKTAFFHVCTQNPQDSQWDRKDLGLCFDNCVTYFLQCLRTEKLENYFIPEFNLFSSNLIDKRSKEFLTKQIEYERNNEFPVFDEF
mcGAS lum – blocks mouse cGAS activity. Q8C6L5. recombinant cGAS, Kinase-Glo ATP depletion luminescence. inhibition, % at 12.5 µM. actives 0.15% (n = 160,000);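 further: 0% = negative control wells and 100% = reference inhibitor with no enzyme activity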
NPYLR7 agonist – activates Aedes aegypti NPYLR7 receptor; HEK293T NPYLR7/Galpha15, GCaMP6s calcium fluorescence; activation, % at 10 µM; actives 0.15% (n = 270,000); AID 1259423; in the data active means activation above about 40%;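 further: 0% = vehicle and 100% = reference agonist at the receptor; some compounds past the cut are filed as inactive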
An asterisk follows results filed as active; . = not tested or not shown; & = joins results of further samples. Unless noted, no stated cut-off is given here; in the data, active means inhibition above about 40%; inactive means the rest. Rows are unselected (roughly 0.27% active in at least one column).

SMILES	hcGAS inh	mcGAS lum	NPYLR7 agonist
COc1ccc(OC)c(C2c3cccn3-c3ccccc3N2C(=O)CN(C(=O)c2cccc(Cl)c2)C(C)C)c1 (configuration not stated)	-12	-6	2
OCc1nc2ccccc2n1CCOc1ccccc1Cl	-7	-3	1
COc1cc(OC)c(C2CC(c3ccc(F)cc3)=Nc3ncnn32)cc1OC (configuration not stated)	1	.	-3
COc1ccc(CN(CCC(C)C)CC(O)COc2ccccc2C)cc1OC (configuration not stated)	-5	-5	18
CCCCn1c(-c2ccc(F)cc2C(F)(F)F)nc2ccccc2c1=O	-5	-6	3
CS(=O)(=O)c1ccc(CC(=O)Nc2nc3c(s2)Cc2ccccc2-3)cc1	-8	.	10
CN(Cc1cnn(-c2ccccc2)n1)C(=O)NCC1CCCO1 (configuration not stated)	-8	.	-3
Cn1cc(/C=C2\CCCC3=C2OC(=N)C(C#N)C3c2cnn(C)c2)cn1 (configuration not stated)	-1	.	25
N#CCSc1n[nH]c2nc3ccccc3n12	-4	.	0
O=C(O)c1csc(Cc2ccc(Cl)cc2)n1	-3	2	-2
COc1cccc(NC(=O)CCC2CCN(C(=O)c3cc(-c4ccccc4)no3)CC2)c1	-1	-3	4
CC1CN(c2cc(Oc3ccc(F)c(Cl)c3)ncn2)CCN1C(=O)N(C)C (configuration not stated)	-1	-4	-9
C/C=C(\C)C(=O)Nc1cccc(-c2cccc(-c3cc(OC)ccc3OC)n2)c1	-2	-5	4
CC(C)CNC(=O)NC(=O)CSC1=NCCS1	-7	.	-1
COC(=O)c1ccc(C(=O)N(CCCN(C)C)c2nc3c(F)cccc3s2)cc1	-7	-8	3
CC1(C)C/C(=N/O)C2C=C(c3ccccc3)N(c3ccccc3)C2C1 (configuration not stated)	-7	.	1
O=C(C1CCN(Cc2ccc(-c3ccn[nH]3)o2)CC1)N1CCCC1	-8	-13	.
CCN(CC)CCCC(C)NCC1CC2C=CC1C2 (configuration not stated)	-4	.	7
COc1cccc(SCC(=O)N2CCNCC2C(=O)NC2CC2)c1 (configuration not stated)	-5	-12	0
CCc1[nH]c2ccc(CNC(=O)CNS(C)(=O)=O)cc2c1C	-11	-15	6

Complete entries, looked up by structure.
`COc1ccc(CN(CCC(C)C)CC(O)COc2ccccc2C)cc1OC` (configuration not stated) as listed: hcGAS inh = -5; mcGAS lum = -5; NPYLR7 agonist = 18
`O=C(O)c1csc(Cc2ccc(Cl)cc2)n1` as listed: hcGAS inh = -3; mcGAS lum = 2; NPYLR7 agonist = -2
`CCCCn1c(-c2ccc(F)cc2C(F)(F)F)nc2ccccc2c1=O` as listed: hcGAS inh = -5; mcGAS lum = -6; NPYLR7 agonist = 3

Other compounds follow:
SMILES	hcGAS inh	mcGAS lum	NPYLR7 agonist
O=C(Cn1ncn2nc(-c3ccc(Cl)cc3)cc2c1=O)Nc1ccccc1F	-6	-7	-11
NC(=O)[C@@H]1Cc2ccccc2N1C(=O)CC12CC3CC(CC(Br)(C3)C1)C2	-8	-16	7
COc1ccc2nc(NC(=O)CSc3nc4ccccc4n3C(C)=O)sc2c1	-3	-7	-7
CN(C)S(=O)(=O)CCCOc1ccc(N2CCCC2)cc1	-5	.	0
O=C(NC1CCN(c2ccccn2)CC1)N1CC2(CC2)c2ccccc21	-3	.	-3
CC(NC(=O)CN1CCCCC1CNS(C)(=O)=O)c1ccc(F)cc1F (configuration not stated)	-3	.	-2
COc1cccc2cc(-c3nnc(NC(=O)Cc4ccc(S(C)(=O)=O)cc4)o3)oc12	-3	.	6
CCCCC1=NN2C(=N)/C(=C/c3cccc4ccccc34)C(=O)N=C2S1	8	.	-2
CCc1csc(CNC(=O)c2ccc(N3CCCC(OC)C3)nc2)n1 (configuration not stated)	-3	.	4
CC(=O)c1cccc(NC(=O)N2CCN(CC(OCc3ccc(C(F)(F)F)cc3)c3ccc(Cl)cc3)CC2)c1 (configuration not stated)	1	-5	.
COc1cc(CC(=O)N2CCOc3ccc(CN4CCCCC4CO)cc3C2)cc(OC)c1OC (configuration not stated)	-8	-12	18
O=C(NCC1CCCN2CCCCC12)c1n[nH]c2c1CCCC2 (configuration not stated)	-7	-6	.
Cn1ccnc1CN(CCO)C(=O)c1cccc2c1OCC2	-4	.	18
COCC1CN(C2Cc3ccccc3C2)C(=O)c2ccc(C)nc2O1 (configuration not stated)	2	-1	0
C(=NNc1nncc2ccccc12)c1ccc(-c2ccccc2)cc1	-4	-6	5
CCCCNC(=O)c1ccc2nc(CC)c(N(C)Cc3nccn3C)n2c1	-4	-5	-5
O=C1NC(c2ccc(Cl)cc2)C(C(=O)c2ccccc2)C(O)(C(F)(F)F)N1 (configuration not stated)	-3	-6	-3
O=c1c2ccccc2nc(SCc2cc(=O)n3ccsc3n2)n1CC1CCCO1 (configuration not stated)	-7	.	0
CC(C)NC(=O)CN(CCC1CCCCC1)CC(N)=O	-9	.	6
CSC1=NCC(C)(C)CN1	-8	.	0

Compounds above with a cyano group:
SMILES	hcGAS inh	mcGAS lum	NPYLR7 agonist
Cn1cc(/C=C2\CCCC3=C2OC(=N)C(C#N)C3c2cnn(C)c2)cn1 (configuration not stated)	-1	.	25
N#CCSc1n[nH]c2nc3ccccc3n12	-4	.	0

An excerpt of these results, bar-delimited.
canonical_smiles | hcGAS inh | mcGAS lum | NPYLR7 agonist
O=C1NC(c2ccc(Cl)cc2)C(C(=O)c2ccccc2)C(O)(C(F)(F)F)N1 (configuration not stated) | -3 | -6 | -3
O=c1c2ccccc2nc(SCc2cc(=O)n3ccsc3n2)n1CC1CCCO1 (configuration not stated) | -7 | . | 0
CC(C)NC(=O)CN(CCC1CCCCC1)CC(N)=O | -9 | . | 6

(more compounds)
SMILES	hcGAS inh	mcGAS lum	NPYLR7 agonist
CCCNC(=O)C1CCCN1C(=O)NC12CC3CC(CC(C3)C1)C2 (configuration not stated)	-11	-19	0
O=C(c1cccc(Nc2c(Oc3ccc4c(c3)CCC4)cnn(-c3cccc(Cl)c3)c2=O)c1)N1CCOCC1	-2	-3	3
CNc1nc(C)c(C(=O)N(C)Cc2ccncc2C)s1	-3	.	9
Cc1ccc(-n2c(C(C)N(CCc3ccccc3)C(=O)c3ccc(Cl)cc3Cl)nc3cc(Cl)ccc3c2=O)cc1 (configuration not stated)	3	3	.
CC(C)N1C[C@@H](COc2ccc(-c3ccccc3)cc2)[C@H](c2ccccc2)S1(=O)=O	0	-4	2
O=C(CSc1nc2[nH]ncc2c(=O)[nH]1)NCc1ccccc1	-5	.	-3
O=C(Cn1cc(Cl)c([N+](=O)[O-])n1)NCCC1=CCCCC1	-1	.	2
C[C@@H]1CN(C2(C(=O)NCCn3cccn3)Cc3ccccc3C2)C[C@H](C)O1	-7	-12	18
C1Cc2nc(C3CC3)nc(Sc3nnc(N4CCCC4)s3)c2C1	-5	.	0
O=C(/C=C/C(=O)Oc1ccccc1C(=O)O)Oc1ccccc1C(=O)O	0	1	-9
O=C1C(=O)N(CCCN2CCOCC2)C(c2ccncc2)C1=C(O)c1ccc(Cl)cc1 (configuration not stated)	-7	-8	-1
Cc1ncc(-c2c(-c3ccccc3)ncn2CCN(C(C)C)C(C)C)n1C	2	.	0
Cc1ccc(N2CCN(S(=O)(=O)c3ccccc3Cl)CC2)cc1Cl	-6	.	2
COc1ccccc1OCCN1CCC(C(=O)NC(c2ccccc2)c2ccc3ccccc3n2)CC1 (configuration not stated)	-2	-2	5
CN(C(=O)C1CC1c1ccccc1)C1CCN(c2ccccc2)C1=O (configuration not stated)	-1	.	4
COc1cc(NC(=O)CCC2CCCN(C(=O)CN3CCCC3=O)C2)cc(OC)c1 (configuration not stated)	-6	.	1
Fc1ccccc1N=c1oc2ccccc2cc1-c1nc2ccccc2[nH]1	-1	-4	-4
COc1ccc2cc(C(=O)NC(C)=O)c(=Nc3ccc(F)cc3)oc2c1	-3	-4	-9
CCOC(=O)N1CCN(C(=O)c2cc3ccccc3cc2O)CC1	-5	.	22
Oc1oc(-c2ccc(Br)cc2)nc1C=Nc1ccccc1I	-4	.	-2
COc1cc(OC)cc(C(=O)N2CCCC(N3CCN(c4ccccc4C)CC3)C2)c1 (configuration not stated)	-5	.	1
O=C(c1cccc(F)c1)N1CCN(c2nc(-c3ccco3)nc3cc(Cl)ccc23)CC1	-2	-4	.
CC(=O)c1ccc(C(=O)Nc2sc3c(c2-c2nc4ccccc4s2)CCN(C)C3)cc1	-3	-6	12
Cc1cc(C2=NNC(=NC(C)C)SC2)c(C)s1	-18	.	7
CC(C)Sc1nc(N2CCCC2)c2cnn(CCNC(=O)c3ccc(F)cc3)c2n1	7	-1	9
CC(C)(CNC(=O)C1CCN(S(=O)(=O)c2ccccc2)CC1)N1CCCCC1	-7	-5	2
COC(=O)Cn1c(=O)c2c(nc3n2CC(C)CN3c2ccc(C)c(C)c2)n(C)c1=O (configuration not stated)	6	4	0
O=C1CSC2=NCN(c3ccc(Br)cc3)CN12	-8	-4	10
COc1ccc(OC)c2sc(N(Cc3ccccn3)C(=O)c3ccnn3C)nc12	-6	-10	.
C=CCn1c(SCC(=O)Nc2ccc(O)cc2)nc2sc(CC)cc2c1=O	-7	.	-11
COc1ccc(C(=O)n2nc(C)c(Sc3ccccc3)c2C)cc1	-8	.	9
Cc1ccc(-c2nnc(SCC(=O)NC(C)C(C)C)o2)cc1 (configuration not stated)	-6	-4	-5
Clc1ccccc1CN1CCOC(CSc2nnc(NC3CC3)s2)C1 (configuration not stated)	-11	.	5
CCOc1ccccc1NC(=O)N1CCSC1c1ccc(OC)cc1OC (configuration not stated)	-10	-5	6
CC(C)c1ccc(C(=O)N2CCN(CCCO)CC2)cc1	-12	.	5
C=CCN1C(=O)/C(=C\c2ccc([N+](=O)[O-])o2)SC1=S	-6	-3	-11
CCOCCOc1nc(-c2cccs2)n(-c2ccc(N)cc2)n1	0	-5	-6
Cc1[nH]c(=O)[nH]c(=O)c1CCc1nnc(SCC(=O)C(C)(C)C)o1	-7	-7	-4
CCC(C(=O)N1CCN(CC(OCc2ccc(C#N)cc2)c2cccc(OC)c2)CC1)c1ccccc1 (configuration not stated)	-3	2	0
O=C(Nc1ccc(Cl)c(F)c1)c1ccnc(C2CC2)n1	-7	.	3
O=C(CN1C(=O)NC2(CCCC2)C1=O)N1CCN(C(=O)c2cccs2)CC1	-6	.	9
Cc1cc(C(=O)N2CCC2(C)C(=O)O)c(C)o1 (configuration not stated)	-7	.	-1
COc1ccccc1C(=O)Nc1c(-c2cc(C)cc(C)c2)nc2ccccn12	-7	-10	-2
Cc1cccc(Nc2nc3nonc3nc2N/N=C\c2ccc(-c3ccc(Cl)c([N+](=O)[O-])c3)o2)c1C	-6	-7	-10
CCCN1CCC(N(C)C(=O)C2=Cc3cccc(OC)c3OC2)CC1	-5	-17	17
Cc1ccc(-c2onc3c2CCCC3)cc1NC(=O)c1snnc1C	-3	-6	4
O=C(Nc1cnc[nH]1)c1cccc2c1-c1ccccc1C2	-8	-5	-4
COc1cccc(-n2cc(CN(C)C(=O)c3nn(C)c4c3CCCC4)cn2)c1	4	.	-3
COc1ccc(CCNC(=O)CN2CN(c3ccccc3)C3(CCN(C(=O)c4ccc5c(c4)OCO5)CC3)C2=O)cc1OC	-4	-6	39
CN1C(=CC=NNC(=O)COc2ccc(Cl)cc2Cl)C(C)(C)c2ccccc21	-7	-5	-2
CS(=O)(=O)NC1CCN(C(=O)CCC(=O)NC2CCCC2)CC1	-2	.	-5
Cc1ccc(-c2csc3ncn(CCC(=O)N4CCC4)c(=O)c23)cc1	-12	.	18
CCOc1ccc(C(=O)Nc2c(N)nc(SCc3c(F)cccc3Cl)[nH]c2=O)cc1	-3	-7	0
CN1CCCn2nc(C(=O)N(C)Cc3ccccc3-n3cccn3)cc2C1	-3	-18	12
Cc1ccc(-n2ccc3c(cnc4nc5ccccc5n43)c2=O)cc1	3	.	-2
CC1CCCCC1OCCNS(=O)(=O)c1cc2c(cc1Cl)NC(=O)CO2 (configuration not stated)	6	4	2
O=C(C1=C(O)C(=O)N(CCN2CCOCC2)C1c1ccc(Cl)cc1)c1ccco1 (configuration not stated)	2	-3	-3
CCNC(=O)N(C)CCCN1C(=O)C(CC)SC1c1ccccc1Cl (configuration not stated)	0	-3	14
Cc1ccc(S(=O)(=O)N2CCCC(C(=O)NC3CCCC[C@H]3NC(=O)c3ccccc3C)C2)cc1 (some centres not stated)	-4	-5	-2
CC(C)C(NC(=O)c1ccc(F)cc1)C(=O)N1CCc2sccc2C1 (configuration not stated)	-11	.	1

Quoted at random: 2 compounds from above, in no set order.
SMILES	hcGAS inh	mcGAS lum	NPYLR7 agonist
CCc1csc(CNC(=O)c2ccc(N3CCCC(OC)C3)nc2)n1 (configuration not stated)	-3	.	4
Clc1ccccc1CN1CCOC(CSc2nnc(NC3CC3)s2)C1 (configuration not stated)	-11	.	5

(more compounds)
SMILES	hcGAS inh	mcGAS lum	NPYLR7 agonist
Cc1ccccc1-c1nc2ccc(Br)cn2c1NC1CCCCC1	-10&-7	-8&-4	9&29
COc1ccc(CN2CCN(Cc3cc(C(C)C)n[nH]3)CC2CCO)cc1C (configuration not stated)	-3	.	3
C=CCN(C(=O)c1ccc(C)c(OC)c1)c1ccccc1	-10	.	-5
CCCCN(CC(=O)N1CC(=O)N(c2cccc(C)c2)C1)S(=O)(=O)c1ccc(OC)cc1	-7	-9	-1
CCOC(=O)N1CCN(C(=O)c2cc3n(n2)CCN(Cc2ccc(OC)cc2)C3=O)CC1	-1	-7	10
Cc1ccc(C)c(Cn2c(=O)c3c(nc4n(CCCn5ccnc5)c(C)cn34)n(C)c2=O)c1	-3	-9	9
O=C(NC1CCN(Cc2ccccc2)CC1)c1cc(-c2ccc(F)cc2)nc2cc(-c3ccc(Cl)cc3)nn12	-3	-8	21
OC(Cc1ccccc1)Cn1cnc(-c2ccccc2)c1-c1ccco1 (configuration not stated)	-5	-9	17
